Source: PubChem (several laboratories)
Wnt bcat act: Wnt/beta-catenin pathway activation. activation, % at 9.35 µM. 1.2% of 300,000 active. Wnt/beta-catenin reporter cell assay, activator, plate reader. AID 743398; in the data active means activation above about 30%, passing the limit was not always enough;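 further: 0% = neutral control wells and 100% = positive control wells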
RTF Ca sens inh: cardiac RTF calcium desensitization; inhibition, % at 7.15 µM; P19429+P45379; IANBD-labeled cardiac RTF, Ca2+ fluorescence; 0.12% of 340,000 active; AID 493244;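 active means inhibition above the mean inhibition of all tested compounds plus 3 SD, cut at about 17% in these data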;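 further: assay run at fixed EC70 calcium of 1.6 mM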
Pemphigus Ab inh: inhibitors of pemphigus antibody binding to human desmoglein-3. P32926. DSG3-coupled beads, scFv-anti-DSG3-GFP binding, flow cytometry; active compounds read low. binding (percent of control), % at 10 µM. 0.48% of 310,000 active. AID 588358;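 active means binding more than 3 SD below its plate's average and above zero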;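 further: hits lower antibody fragment binding to DSG3; some compounds called inactive have numbers as strong as hits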
Target sequence (P32926 whole entry, looked up, the tested form may be a part): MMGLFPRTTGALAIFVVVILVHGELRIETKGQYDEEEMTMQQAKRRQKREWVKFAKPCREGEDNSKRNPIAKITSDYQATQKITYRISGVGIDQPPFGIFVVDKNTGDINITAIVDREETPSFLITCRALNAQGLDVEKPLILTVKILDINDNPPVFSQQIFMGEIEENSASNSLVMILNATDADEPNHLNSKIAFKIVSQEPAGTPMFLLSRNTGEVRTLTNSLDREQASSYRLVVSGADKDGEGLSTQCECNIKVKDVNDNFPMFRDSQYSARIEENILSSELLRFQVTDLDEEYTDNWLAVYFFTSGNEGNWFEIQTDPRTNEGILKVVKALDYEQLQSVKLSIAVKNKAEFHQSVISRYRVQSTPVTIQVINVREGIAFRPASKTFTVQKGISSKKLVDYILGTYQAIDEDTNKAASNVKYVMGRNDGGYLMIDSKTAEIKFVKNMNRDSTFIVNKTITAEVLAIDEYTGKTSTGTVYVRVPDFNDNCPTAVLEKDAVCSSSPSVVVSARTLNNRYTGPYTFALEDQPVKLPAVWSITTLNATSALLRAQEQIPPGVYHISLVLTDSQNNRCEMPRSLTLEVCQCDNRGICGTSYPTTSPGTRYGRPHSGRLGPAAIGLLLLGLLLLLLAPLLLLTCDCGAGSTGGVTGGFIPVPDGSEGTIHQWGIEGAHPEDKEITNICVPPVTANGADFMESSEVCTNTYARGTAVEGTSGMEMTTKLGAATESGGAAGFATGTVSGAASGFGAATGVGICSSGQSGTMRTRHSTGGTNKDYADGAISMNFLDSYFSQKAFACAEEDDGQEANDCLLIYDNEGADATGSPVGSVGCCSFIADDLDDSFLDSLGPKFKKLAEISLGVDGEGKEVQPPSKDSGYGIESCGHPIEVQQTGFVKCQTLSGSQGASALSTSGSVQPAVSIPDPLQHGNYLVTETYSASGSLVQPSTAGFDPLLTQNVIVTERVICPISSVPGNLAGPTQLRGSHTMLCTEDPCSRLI
V-ATPase pH: regulators of yeast V-ATPase proton transport. S. cerevisiae, pHLuorin cytosolic pH fluorescence. response, % at 10 µM. 0.37% of 350,000 active. AID 504577; in the data active means response mostly above about 7.3%, no sharp cut-off; inactive means mostly below about 5.4%; further: actives read high; inactives centre near 0; some compounds called inactive have numbers as strong as hits; reference of the scale not given here
LANA DNA inh: KSHV C-LANA DNA binding inhibition | MBP-C-LANA/FAM-LBS DNA binding, fluorescence polarization | 0.078% of 340,000 active | inhibition, % at 9 µM | AID 504423;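 active means highest replicate inhibition at or above 60% at 9 µM, even if other replicates fall short; inactive means all replicates below 60% inhibition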;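 further: 0% = neutral control wells and 100% = 4 µM acridine orange control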
OPRM1-OPRD1 inv: inverse agonists of human mu-delta opioid receptor heterodimerization; P35372+P41143; cell-based MOR-DOR heterodimer luminescence, inverse agonism; inhibition, % at 9.3 µM; 0.21% of 340,000 active; in the data active means inhibition above about 22%, passing the limit was not always enough;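 further: 0% = cells with DMSO and 100% = wells without cells with DMSO; values of inactives mirror those of a sister screen read the other way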
MOR-DOR ag: OPRM1-OPRD1 heterodimerization agonism; P35372+P41143; cells, luminescence; activation, % at 9.3 µM; 0.3% of 340,000 active; in the data active means activation above about 18%;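 further: 0% = vehicle-treated cells and 100% = reference agonist; values of inactives mirror those of a sister screen read the other way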
cardiac RTF act: cardiac RTF calcium sensitization; P19429+P45379; IANBD-labeled TnC RTF fluorescence at EC20 calcium; 0% EC20 calcium, 100% full calcium; activation, % at 7.2 µM; 0.24% of 340,000 active; AID 493008;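 active means activation above the mean over all tested compounds plus 3 SD, cut at about 30% in these data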;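 further: rise in fluorescence read as greater calcium sensitivity of cardiac thin filaments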
Keap1 Nrf2 FP: Keap1-Nrf2 (human) interaction inhibition. Keap1 Kelch-Nrf2 peptide fluorescence polarization, 1536-well. 0.15% of 340,000 active. Q14145. inhibition, % at 9.4 µM; in the data active means inhibition above about 12%;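 further: human Keap1 Kelch domain with fluorescein labeled Nrf2 9mer peptide probe; 0% = neutral control wells and 100% = peptide positive control; higher means more block of Keap1 binding to Nrf2 peptide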
Arrestin-AP2 inh: inhibitors of human beta-arrestin and AP2 interaction; inhibition, % at 10 µM; 0.31% of 340,000 active; FITC-arrestin peptide / GST-AP2 beads, flow cytometry; AP2 beta2 appendage carries R879A mutation;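 active means inhibition above a set limit, near 3 SD of compounds lacking own fluorescence, cut at about 54% in these data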;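 further: plate controls were DMSO wells for no effect and 5 µM unlabelled arrestin peptide for full effect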
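Assay system: GST-AP2 R879A bound to glutathione beads, E. coli-expressed; Medium: PBS with 0.05% Tween 20 and 0.1% BSA; Also added: fluorescein-tagged arrestin peptide at 50 nM final; Timing: 12 min plus 1 h, RT; Measured by: flow cytometry, FL1 (488/535 nm); Evaluation: percent drop in bead-associated FITC signal.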
The depositor's hits bear a star; . = not tested or not shown; & = joins results of further samples.

1: O=C(NCc1ccccc1CN1CCCC1)c1ccc(Cl)c(S(=O)(=O)N2CCCC2)c1
2: Cc1ccc(S(=O)(=O)N2CCN(Cc3ccco3)CC2)c(C)c1
3: CCOC(=O)c1sc(=NC(=O)CCSc2ccccc2)n(C)c1C
4: CCOC(=O)c1ccccc1-n1c(C)cc(C2N=C(N)Nc3nc4ccccc4n32)c1C (centres undefined)
5: Cc1cc(C)c(S(=O)(=O)N2CCOCC2)cc1C
6: Cc1cccn2c(=O)c3cc(C#N)c(=NC(=O)c4ccccc4)n(Cc4ccco4)c3nc12
Screen / compound no.	1	2	3	4	5	6
Wnt bcat act	-5	-1	26	0	-2	0
RTF Ca sens inh	-1	-3	-3	2	-4	-5&-13
Pemphigus Ab inh	125	107	.	108	97	110&82
V-ATPase pH	0	2	0	-4	0	5&4
LANA DNA inh	1.3	0.1	-0.6	-2.5	2.1	-3.4&1.7
OPRM1-OPRD1 inv	13	10	11	13	-4	26&12
MOR-DOR ag	-2.7	-1.7	-2.5	-2.3	0.7	-5.0&-2.2
cardiac RTF act	-7	-2	-3	2	7	3&7
Keap1 Nrf2 FP	-2	-4	-1	-4	4	-4&-3
Arrestin-AP2 inh	-3	-48	4	9	2	8&13

7: CC1(C)CC(=O)C(=Cc2cn(CCC#N)nc2-c2ccc(Cl)cc2)C(=O)C1
8: CCCN1CCN(C2CCCCC2NS(=O)(=O)c2ccc(Cl)cc2)CC1 (centres undefined)
9: COc1cc2[nH]c(=S)n(CCN3CCCCC3C)c(=O)c2cc1OC (centres undefined)
10: CCOc1ccccc1NC(=O)c1ccc(F)c(S(=O)(=O)N2CCC3(CC2)OCCO3)c1
11: COc1ccccc1N1CCN(CC(=O)NCc2ccc(Cl)cc2)CC1
12: Cc1cccc(CS(=O)(=O)c2ncc(Cl)c(C(=O)NCc3ccc4c(c3)OCO4)n2)c1
Screen / compound no.	7	8	9	10	11	12
Wnt bcat act	-2	.	.	.	-2	-7
RTF Ca sens inh	-3	-1	1	-1	2	-2
Pemphigus Ab inh	85	.	118	93	97	.
V-ATPase pH	-3	-3	-1	2	0	-5
LANA DNA inh	0.5	-0.8	-1.5	-2.2	-0.7	0.9
OPRM1-OPRD1 inv	3	16	-5	4	-1	27
MOR-DOR ag	-0.5	-3.0	0.9	-0.7	0.2	-5.0
cardiac RTF act	-2	-7	-1	-3	-9	0
Keap1 Nrf2 FP	-4	-2	-18	-1	-1	-7
Arrestin-AP2 inh	-3	16	-2	61*	1	-3

Single values from the entries so far:
LANA DNA inh result of no. 10 = -2.2
V-ATPase pH result of no. 1 = 0
Arrestin-AP2 inh result of no. 11 = 1

Next part.
13: COC(=O)c1sc(SC)c(S(=O)(=O)C(C)C)c1N/N=C(\C#N)C(=O)c1ccccc1
14: CCOC(=O)C1CCN(c2nc3ccccc3nc2C(C#N)C(=O)OCCOC)CC1 (centres undefined)
15: S=c1[nH]nc(-c2ccccn2)n1/N=C/c1ccc(Br)s1
16: COCCNC(=O)c1cn(CCOC)c(=O)c2c1c1ccccc1n2C
17: CCCN(Cc1nnc(-c2ccccc2Cl)o1)C(=O)c1cccc(S(=O)(=O)N2CCOCC2)c1
18: CCOC(=O)C1(C(=O)OCC)NC(=O)CC1C(C)C (centres undefined)
Screen / compound no.	13	14	15	16	17	18
Wnt bcat act	0	.	.	4	-3	-6
RTF Ca sens inh	1	-8	-8	-5	-1	-2
Pemphigus Ab inh	113	111	65*	97	108	98
V-ATPase pH	-1	-3	0	2	8	2
LANA DNA inh	-2.0	1.1	-0.4	-3.6	-0.7	0.3
OPRM1-OPRD1 inv	22	6	-4	12	9	15
MOR-DOR ag	-4.3	-1.1	0.7	-2.8	-2.2	-3.0
cardiac RTF act	-4	3	-4	-2	-2	-1
Keap1 Nrf2 FP	-1	3	-4	1	-5	4
Arrestin-AP2 inh	3	0	9	3	0	-23

19: Cc1ccc(C(C)CCN2CCC(n3nccc3NC(=O)c3ccccc3)CC2)o1 (centres undefined)
20: COc1cccc(NCc2nnc(SCC(=O)N(C)C3CCS(=O)(=O)C3)n2C2CCCCC2)c1 (centres undefined)
21: CCOC(=O)c1[nH]cnc1C(=O)N1CCC(C)CC1
22: COc1cc(/C=C/c2ccc(/C=C/c3cc(OC)c(OC)c(OC)c3)cc2)cc(OC)c1OC
23: CCOP(=O)(OCC)C(Nc1cccc(C)c1)c1ccc(F)cc1 (centres undefined)
24: CSc1nsc(SCC(=O)Nc2ccccn2)n1
Screen / compound no.	19	20	21	22	23	24
Wnt bcat act	0	-1	-2	-5	0	17
RTF Ca sens inh	-6	-6	-8	-3	4	-1
Pemphigus Ab inh	101	98	105	92	.	111
V-ATPase pH	0	1	3	-91	-2	9
LANA DNA inh	-1.9	0.2	-0.4	-0.8	0.2	-0.5
OPRM1-OPRD1 inv	9	16	1	9	17	9
MOR-DOR ag	-1.7	-3.0	-0.2	-1.7	-3.4	-1.7
cardiac RTF act	0	0	13	-4	-3	0
Keap1 Nrf2 FP	-7	5	-3	2	-5	-1
Arrestin-AP2 inh	-12	2	-4	7	1	27

25: Cn1c(Sc2nc3ccccc3n2C)nc2ccccc21
26: CC(C)N(C(=O)CN1C(=O)NC(c2ccccc2)(c2ccccc2)C1=O)C(C)C
27: Cc1ccc(NC(=O)C2C3CCC(O3)C2C(=O)O)cc1Cl (centres undefined)
28: Cc1ccc(OCCCC(=O)Nc2nncs2)cc1
29: CCOC(=O)c1nn(-c2ccc(Cl)cc2)c(=O)c(C#N)c1C
30: CN(C)c1ccc(NC(=O)CSc2nc(C3CC3)nc3ccccc23)cc1
Screen / compound no.	25	26	27	28	29	30
Wnt bcat act	.	-1	1	0	0	2
RTF Ca sens inh	0	-13	-9	-44	-5	-7
Pemphigus Ab inh	.	.	105	101	90	89
V-ATPase pH	-7	-1	2	9	-2	5
LANA DNA inh	1.1	-1.0	-1.0	1.2	-0.4	0.4
OPRM1-OPRD1 inv	12	5	13	7	-8	-3
MOR-DOR ag	-2.4	-0.6	-2.9	-1.4	1.7	0.4
cardiac RTF act	-2	-1	2	0	1	-3
Keap1 Nrf2 FP	-2	-3	-5	-4	-2	-4
Arrestin-AP2 inh	23	4	-10	28	19	14

Entries 26 through 30, reprinted for reference:
26: CC(C)N(C(=O)CN1C(=O)NC(c2ccccc2)(c2ccccc2)C1=O)C(C)C
27: Cc1ccc(NC(=O)C2C3CCC(O3)C2C(=O)O)cc1Cl (centres undefined)
28: Cc1ccc(OCCCC(=O)Nc2nncs2)cc1
29: CCOC(=O)c1nn(-c2ccc(Cl)cc2)c(=O)c(C#N)c1C
30: CN(C)c1ccc(NC(=O)CSc2nc(C3CC3)nc3ccccc23)cc1
Screen / compound no.	26	27	28	29	30
Wnt bcat act	-1	1	0	0	2
RTF Ca sens inh	-13	-9	-44	-5	-7
Pemphigus Ab inh	.	105	101	90	89
V-ATPase pH	-1	2	9	-2	5
LANA DNA inh	-1.0	-1.0	1.2	-0.4	0.4
OPRM1-OPRD1 inv	5	13	7	-8	-3
MOR-DOR ag	-0.6	-2.9	-1.4	1.7	0.4
cardiac RTF act	-1	2	0	1	-3
Keap1 Nrf2 FP	-3	-5	-4	-2	-4
Arrestin-AP2 inh	4	-10	28	19	14

(further entries)
31: O=C(NCC1CC1)c1onc(CSc2ccc(F)cc2)c1C(=O)NCC1CC1
32: O=S(=O)(NCC1(N2CCOCC2)CCCCC1)c1ccccc1Cl
33: COC(=O)c1cn(CCOc2ccc(C)cc2)c2ccccc12
34: O=C(NC1(C(F)(F)F)NC(=O)N(Cc2ccccc2)C1=O)c1cccs1 (centres undefined)
35: COc1ccc(C(=O)Oc2cccnc2)cc1OC
36: Cc1ccc(S(=O)(=O)N2CCN(CCc3ccccc3)CC2)c(C)c1
Screen / compound no.	31	32	33	34	35	36
Wnt bcat act	1	-2	-3	-3	-3	-1
RTF Ca sens inh	-5	-7	-9	-2	-9	-2
Pemphigus Ab inh	107	108	104	98	.	104
V-ATPase pH	2	-2	-4	0	5	1
LANA DNA inh	1.0	-0.6	-0.6	-0.2	0.4	7.2
OPRM1-OPRD1 inv	-3	-19	-35	7	16	-33
MOR-DOR ag	0.6	3.0	6.6	-1.4	-2.9	6.9
cardiac RTF act	10	1	8	0	2	-5
Keap1 Nrf2 FP	-3	-3	-1	1	-2	-7
Arrestin-AP2 inh	1	6	10	-4	-1	-18

37: C/C(=N/NC(=O)c1sc(NS(=O)(=O)c2ccccc2)nc1C)c1ccccc1
38: O=C(N/N=C/c1ccc(OC(=O)c2cccs2)cc1)c1cccc(F)c1
39: Cc1cc(C)n(CC(=O)c2ccccc2)c(=O)c1C#N
40: COC(=O)Cc1c(C)c2c(OCc3nn[nH]n3)cc(C)cc2oc1=O
41: COC(=O)c1ccc(CNC(=O)COC(=O)c2ccccc2-c2ccccc2)cc1
42: C=CCn1cccc(C(=O)Nc2ccc(OC)cc2OC)c1=O
Screen / compound no.	37	38	39	40	41	42
Wnt bcat act	.	12	-3	-1	12	-1
RTF Ca sens inh	-16	0	-35	-7	2	-7
Pemphigus Ab inh	98	105	103	106	99	98
V-ATPase pH	9	-5	0	3	-3	-2
LANA DNA inh	0.0	0.6	-1.1	1.9	-2.6	1.1
OPRM1-OPRD1 inv	5	-25	-2	9	-6	6
MOR-DOR ag	-1.1	4.7	0.5	-1.7	0.9	-1.1
cardiac RTF act	-5	0	6	2	3	0
Keap1 Nrf2 FP	-1	-4	-1	-4	-4	-2
Arrestin-AP2 inh	22	4	1	-2	-1	-9

43: CCOC(=O)N1CCN(Cc2nc3c(c(=O)n(C)c(=O)n3C)n2Cc2cccc3ccccc23)CC1
44: Cc1cccc(NC(=O)CSc2nnc(CSc3nc(C)cc(C)n3)o2)c1
45: Cc1cccc(C(O)(C(=O)NNc2ccc3ccccc3n2)c2cccc(C)c2)c1
46: O=C(Oc1ccc(F)cc1)N1CCOCC1
47: Cc1ccc(N2C(=O)C3C(C2=O)N2CCCN2C3c2ccccc2)cc1C (centres undefined)
48: CCc1c(C)c2ccc(O)c(CN(C)C)c2oc1=O
Screen / compound no.	43	44	45	46	47	48
Wnt bcat act	.	-5	.	1	0	.
RTF Ca sens inh	-10	6	-3	-4	1	-6
Pemphigus Ab inh	107	96	101	116	96	107
V-ATPase pH	-3	-2	4	1	-3	5
LANA DNA inh	-0.6	1.9	-0.7	3.3	0.2	1.2
OPRM1-OPRD1 inv	13	3	-26	6	24	12
MOR-DOR ag	-2.3	-0.6	5.0	-1.1	-4.5	-2.5
cardiac RTF act	4	-3	1	-2	2	-3
Keap1 Nrf2 FP	1	2	0	-3	-9	4
Arrestin-AP2 inh	26	6	14	7	-3	0

Single records (already shown). Screens in order: Wnt bcat act | RTF Ca sens inh | Pemphigus Ab inh | V-ATPase pH | LANA DNA inh | OPRM1-OPRD1 inv | MOR-DOR ag | cardiac RTF act | Keap1 Nrf2 FP | Arrestin-AP2 inh
CCc1c(C)c2ccc(O)c(CN(C)C)c2oc1=O as listed: . | -6 | 107 | 5 | 1.2 | 12 | -2.5 | -3 | 4 | 0
Cc1cccc(C(O)(C(=O)NNc2ccc3ccccc3n2)c2cccc(C)c2)c1 as listed: . | -3 | 101 | 4 | -0.7 | -26 | 5.0 | 1 | 0 | 14
